Screening results as filed in PubChem BioAssay.
Epigenetic derep = regulators of epigenetic silencing causing reporter derepression in mouse cells; murine LDR cells, GFP reporter derepression, 30 h; Potency, µM (doses to about 53.9 µM), for inactives: at the highest dose GFP activation, most hits filed as activators; 0.2% of 280,000 active; active = well fitted activation curve with a large enough effect; inconclusive = small, poorly fitted or top-dose-only effect; note: % of control where 0% means no effect; nearly all actives have a fitted effect of over 60% in size
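GFP-positive cell count by laser-scanning cytometry (objects 20–120 um) after 30 h, 37 C compound exposure of murine LDR cells; reporter is CMV-GFP integrated at a silenced locus, inducible by HDAC or DNMT inhibitors.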
Active calls of the source: *; ? = inconclusive. Potency is the fitted concentration of half-maximal effect.

Epigenetic derep,Structure
0.0%,CC(C)CCNC(=O)C1CCN(C(=O)c2cc3sccc3n2Cc2ccc(Cl)cc2)CC1
-0.8%,COc1cc(NC(=O)c2cccc(Cl)c2Cl)ccc1NC(=O)c1cc2ccccc2o1
-1.1%,CC(=O)c1c(C)oc2c(Cl)cc(NS(=O)(=O)c3ccc(Cl)cc3)cc12
0.0%,Cc1c(C(=O)Nc2ccccc2)sc2nc(-c3cc4cc(Cl)ccc4oc3=O)[nH]c(=O)c12
7.7%,Cc1ccc(NC(=O)Cn2cc(C(=O)c3ccco3)c3ccccc32)c(C)c1
1.0%,Cc1cc(C)cc(NC(=O)CSc2nc(=O)[nH]c3c2CCC3)c1
-3.2%,CCn1c(SCC(=O)Nc2ccc(C)c(C)c2)nnc1-c1nonc1NC(C)=O
12%,Cc1c(-c2nnc(SCC(=O)Nc3ccc(Br)cc3)o2)nnn1-c1ccc(F)cc1
12%,O=C(COc1ccccc1[N+](=O)[O-])Nc1cc(-c2nc3cc(Cl)ccc3o2)ccc1Cl
2.3%,COC(=O)c1ccc(NC(=O)CSc2nc(=O)n(Cc3ccco3)c3c2CCC3)cc1
1.4%,COc1cccc(CNC(=O)CCCn2ncn3c(cc4occc43)c2=O)c1
-1.7%,COC(=O)c1cc(S(=O)(=O)NCC2CCN(Cc3ccc(F)cc3)CC2)c[nH]1
-4.3%,COc1ccc(CNC(=O)c2ccc(-c3nc(CS(=O)c4ccc(C)cc4)c(C)o3)cc2)cc1 (centres undefined)
-0.8%,COc1ccccc1CNS(=O)(=O)c1ccc2c(c1)NC(=O)CC(=O)N2
-3.1%,CCOc1ccc(CCNC(=O)CN2C(=O)COc3ccc(S(=O)(=O)N4CCC(C)CC4)cc32)cc1
1.2%,CCCCNc1nc2c(c(=O)n(Cc3ccccc3)c(=O)n2C)n1C
1.2%,CCc1ccc(CNC(=O)c2ccc(CS(=O)(=O)Cc3ccccc3C)o2)cc1
-1.7%,COc1ccc(-c2cccc(NS(=O)(=O)c3cccs3)c2)nn1
-4.1%,Cc1cccc(C)c1OCCCCn1c(C2CC(=O)N(c3ccc(F)cc3)C2)nc2ccccc21 (centres undefined)
-3.4%,COc1ccc(C)cc1NC(=O)CC(=O)Nc1ccc2nc3n(c(=O)c2c1)CCCCC3
-3.4%,CCc1ccc(CNc2ncnc3onc(-c4ccc(Cl)cc4)c23)cc1
-2.3%,CCCCN(CCCNC(=O)c1cc(Nc2ccc(OC)c(OC)c2)nc2ccccc12)c1ccccc1
1.2%,CCCCCOc1ccc(NC(=O)Cn2c(-c3nonc3N)nc3ccccc32)cc1
1.4%,COc1ccc(CNC(=O)CCCN2C(=O)COc3ccc(C)cc32)cc1

Not a retest: entries from further up.
Epigenetic derep,Structure
12%,O=C(COc1ccccc1[N+](=O)[O-])Nc1cc(-c2nc3cc(Cl)ccc3o2)ccc1Cl
2.3%,COC(=O)c1ccc(NC(=O)CSc2nc(=O)n(Cc3ccco3)c3c2CCC3)cc1
1.4%,COc1cccc(CNC(=O)CCCn2ncn3c(cc4occc43)c2=O)c1
-1.7%,COC(=O)c1cc(S(=O)(=O)NCC2CCN(Cc3ccc(F)cc3)CC2)c[nH]1
-4.3%,COc1ccc(CNC(=O)c2ccc(-c3nc(CS(=O)c4ccc(C)cc4)c(C)o3)cc2)cc1 (centres undefined)
-0.8%,COc1ccccc1CNS(=O)(=O)c1ccc2c(c1)NC(=O)CC(=O)N2
-3.1%,CCOc1ccc(CCNC(=O)CN2C(=O)COc3ccc(S(=O)(=O)N4CCC(C)CC4)cc32)cc1
1.2%,CCCCNc1nc2c(c(=O)n(Cc3ccccc3)c(=O)n2C)n1C
1.2%,CCc1ccc(CNC(=O)c2ccc(CS(=O)(=O)Cc3ccccc3C)o2)cc1
-1.7%,COc1ccc(-c2cccc(NS(=O)(=O)c3cccs3)c2)nn1
-4.1%,Cc1cccc(C)c1OCCCCn1c(C2CC(=O)N(c3ccc(F)cc3)C2)nc2ccccc21 (centres undefined)
-3.4%,COc1ccc(C)cc1NC(=O)CC(=O)Nc1ccc2nc3n(c(=O)c2c1)CCCCC3
-3.4%,CCc1ccc(CNc2ncnc3onc(-c4ccc(Cl)cc4)c23)cc1

(cont.)
Epigenetic derep,Structure
0.0%,CCOC(=O)c1cc(S(=O)(=O)Nc2ccccc2)[nH]n1
0.0%,CCOc1ccc(CNS(=O)(=O)c2ccc3[nH]c(=O)ccc3c2)cc1
-1.1%,Cc1ccc(OCC(=O)Nc2cccc3ccc(C)nc23)c(C)c1
5.5%,Cc1ccc2onc(CNC(=O)Nc3cc(F)ccc3F)c2c1
-0.4%,COc1ccc(S(=O)(=O)NCC(c2ccco2)S(=O)(=O)c2cccs2)cc1F (centres undefined)
3.4%,COC(=O)c1ccc2c(c1)N(CC(=O)Nc1cccc(C(F)(F)F)c1)C(=O)c1ccccc1S2
3.6%,Cc1ccc2c(c1)N(C(=O)CCC(=O)NCc1cccs1)CCO2
-1.7%,CCn1ccc2cc(S(=O)(=O)N3CCCN(C(=O)Nc4cccc(SC)c4)CC3)ccc21
1.9%,COc1ccc2nc3sc(C(=O)N4CCN(c5ccccc5)CC4)cc3cc2c1
0.0%,O=C(NCCCO)C(=O)NCC(c1ccc2c(c1)OCO2)N1CCOCC1 (centres undefined)
12%,COc1ccccc1NC(=O)CSC1=Nc2ccccc2N=C(c2ccc(F)cc2)C1
-1.9%,Cc1ccc2[nH]c(CSc3nnc(NC(=O)COc4ccccc4Cl)s3)cc(=O)c2c1
3.5%,Cc1ccc(NS(=O)(=O)c2ccc(-c3cc(C)no3)cc2)c(Br)c1
-1.0%,COc1cccc(-c2cc(C(=O)Nc3ccc(Br)c(C)c3)[nH]n2)c1
0.0%,COCCCNC(=O)C1CCN(C(=O)c2cc3sccc3n2Cc2ccc(Cl)cc2)CC1
1.2%,Cc1cccc(NC(=O)c2cc(S(=O)(=O)N3CCc4ccccc43)ccc2F)c1C
0.4%,COc1ccc(C(CNC(=O)c2ccc(F)cc2)N2CCCC2)cc1 (centres undefined)
0.8%,CCOc1ccc2nc(N3CCCC(C(=O)Nc4c(C)cccc4C)C3)sc2c1 (centres undefined)
-0.3%,Cc1cccc(-n2ncc(C(=O)N3CCc4ccccc4C3)c2C2CCN(C(=O)OC(C)(C)C)CC2)c1
-5.1%,CCCCNC(=O)CN1C(=O)c2c(c3ccccc3n2C)C1c1ccc(OC)cc1 (centres undefined)
0.0%,COc1cc(NC(=O)CCn2c(-c3ccccc3)cc(C(C)=O)c2C)cc(OC)c1
1.8%,CC(=O)Nc1c(C)nn(-c2ccccc2)c1N1CCC(C(=O)NCc2cccc(Cl)c2)CC1
-0.2%,CCOC(=O)c1nnn(C(CC)C(=O)Nc2c(C)cccc2C)c1C(=O)OCC (centres undefined)
0.0%,COc1ccc(-n2ncc(C(=O)N3CCc4ccccc4C3)c2C2CCN(C(=O)OC(C)(C)C)CC2)cc1
-0.8%,CCOC(=O)c1c(NC(=O)/C=C/c2ccc(C)cc2)sc(C(C)=O)c1C
-1.6%,CNS(=O)(=O)c1cn(CC(=O)N2CCN(c3ccccc3F)CC2)cc1S(=O)(=O)NC
-1.1%,CCCSCCCNC(=O)CN1C(=O)COc2ccc(S(=O)(=O)N3CCCC3)cc21
-0.2%,CCOc1ccc(-c2nnc(SCC(=O)Nc3cc(F)ccc3F)o2)cc1
0.1%,CCOc1cc(CNc2ccc(C(=O)O)cc2)ccc1OCc1ccccc1
15%,CCOCCn1ccc2c(OCC(=O)Nc3cccc([N+](=O)[O-])c3)cccc2c1=O
0.7%,CCOC(=O)c1[nH]c2ccccc2c1NC(=O)c1c(F)cccc1F
16%,COc1cccc(-c2cc(C(F)(F)F)n3nc(C)c(-c4ccccc4)c3n2)c1
5.6%,Cc1ccc2[nH]c(=O)c(CN(C(=O)c3cccc(Cl)c3)C(C)(C)C)cc2c1
-0.3%,CC(C)CCn1c(=O)c2sccc2n2c(CCCC(=O)NC(C)c3ccccc3)nnc12 (centres undefined)
-1.1%,CC(C)CCNC(=O)c1cc(-c2cccnc2)nc2ccc(S(=O)(=O)N3CCC(C)CC3)cc12
0.0%,COc1ccc(NC(=O)CCc2c(C)nn(-c3ccc(N4CCOCC4)nn3)c2C)cc1Cl
-3.9%,CC1C(=O)Nc2ccc(S(=O)(=O)NCc3ccc(N(C)C)cc3)cc2NC1=O (centres undefined)
0.0%,CCOC(=O)c1noc2ncnc(Nc3cccc(OC)c3)c12
-0.9%,CCN(CC)c1ccc(NC(=O)C2CCN(S(=O)(=O)c3c(C)noc3/C=C/c3ccccc3F)CC2)c(C)c1
-0.2%,CCn1c(=O)c2c(nc3n2CCN3c2ccc(OC)cc2)n(C)c1=O
3.5%,Cc1cccc(N2CCN(S(=O)(=O)c3ccc4oc(=O)c5ncn(C)c5c4c3)CC2)c1C
-0.4%,CCCCN(CC)CCCNC(=O)C1CCCN(c2ncnc3c2nc2n3CCCCC2)C1 (centres undefined)
-1.1%,CCOc1ccc(CCNC(=O)CS(=O)Cc2nc(-c3ccc(C)cc3)oc2C)cc1OCC (centres undefined)
4.2%,CCN1CCN(c2ncc3c(n2)CCN(Cc2ccc(OC)c(OC)c2)C3)CC1
-1.5%,O=C(NCc1noc2ccccc12)N1CCN(c2ccccc2F)CC1
1.1%,COCCc1nn2c(=O)cc(COC(=O)c3ccc4c(c3)OCO4)nc2s1
2.0%,COc1ccc(-c2nc(SCC(=O)N3CCN(c4ccc(F)cc4)CC3)n[nH]2)cc1
?,CS(=O)(=O)c1oc(-c2ccc(F)cc2)nc1S(=O)(=O)c1ccc(Cl)cc1

Pulled one by one from the list above, 2 records:
Epigenetic derep,Structure
-1.5%,O=C(NCc1noc2ccccc12)N1CCN(c2ccccc2F)CC1
1.1%,COCCc1nn2c(=O)cc(COC(=O)c3ccc4c(c3)OCO4)nc2s1

Next section
Epigenetic derep,Structure
-0.3%,CCOc1ccc(CNC(=O)c2ccc3c(Cl)c4c(nc3c2)CCCC4)cc1
2.1%,Cc1ccccc1OCc1nnc(SCc2cc(=O)c3cc(F)ccc3[nH]2)n1C
1.3%,CCOc1ccccc1NC(=O)C(=O)NCCc1sc2nc(-c3ccc(OC)cc3)nn2c1C
0.0%,Cc1cc(C)n(-c2nc3ccccc3nc2Nc2cccc(C(F)(F)F)c2)n1
?,CCOc1ccc(CCNC(=O)c2ccc(Nc3nc4ccccc4n4nnnc34)cc2)cc1OCC
0.0%,CCC(C(=O)OCc1cc(=O)n2nc(CCOC)sc2n1)c1ccccc1 (centres undefined)
-1.1%,Cc1cc(C)cc(OCC(=O)Nc2c(C)ccc3nsnc23)c1
0.0%,CCOc1ccc(C(=O)NCCS(=O)(=O)N2CCN(c3cccc(Cl)c3)CC2)cc1
12%,CCCOC(=O)c1ccc(NC(=O)Cc2csc(C)n2)cc1
2.7%,Cc1ccc(C)c(NC(=O)CSc2nc(-c3ccccc3)cc(=O)[nH]2)c1
-1.2%,COc1ccc(-c2cn3nc(N4CCCC(C(=O)Nc5cc(Cl)ccc5OC)C4)sc3n2)cc1 (centres undefined)
1.4%,Cc1cccc(OCCSc2nc3ccccc3n2CC(=O)N2CCOCC2)c1
0.8%,Cc1oc(-c2cccc(Cl)c2)nc1CN1CCCC(C(=O)NCCc2ccc(Cl)cc2)C1 (centres undefined)
1.1%,COc1ccc(CCNC(=O)CCCn2c(=O)c3cccn3c3ccccc32)cc1OC
-1.0%,CCCC(=O)Nc1cc(-c2nnc3c4ccccc4c(C)nn23)ccc1C
-0.1%,COC(=O)CCN(c1ccccc1)C(CNS(=O)(=O)c1ccccc1)c1ccccc1 (centres undefined)
-2.4%,CC(=O)c1sc(NC(=O)c2c(-c3ccccc3)c(-c3ccccc3)nn(C)c2=O)nc1C
1.4%,CCC(C)NC(=O)c1cnn(-c2cccc(F)c2)c1-n1cccc1 (centres undefined)
-2.0%,COc1cccc(NC(=O)Cn2nc(N3CCN(c4ccccc4)CC3)ccc2=O)c1
-0.2%,Cc1ccc(N2C(=O)[C@@H]3CSC(c4ccc(F)cc4)N3C2=O)cc1 (some centres undefined)
-1.1%,Cc1cccc2c(=O)cc(CSc3ccccc3NC(=O)c3cccc(Br)c3)[nH]c12
7.9µM*,O=c1oc2cc(O)ccc2cc1-c1nc(-c2ccc(Cl)c(Cl)c2)cs1
-1.8%,O=C(CCCCCn1c(=O)c2sccc2n(CC(=O)Nc2cc(C(F)(F)F)ccc2Cl)c1=O)NCc1ccccc1Cl
-2.7%,COc1ccc(-c2cc3ccc(O)c(CN4CCC(C)CC4)c3oc2=O)cc1
0.2%,COc1ccc(C2=NC(C)(C)N(CC(=O)Nc3ccc(F)c(F)c3)C2=O)cc1
0.0%,COc1ccc(Br)c(C(=O)Nc2cc3c(cc2N2CCCC2)n(C)c(=O)c(=O)n3C)c1
-0.9%,Cc1ccc(NC(=O)CCCn2c(=O)c3cccn3c3cccnc32)c(Cl)c1
-1.3%,COc1ccc(CNC(=O)CCNS(=O)(=O)c2ccc3c(c2)CCCC(=O)N3)cc1
4.5%,CCCN1C(=O)C2(c3ccccc31)c1c(oc3cc(C)c(C)cc3c1=O)C(=O)N2CCCOC (centres undefined)
0.0%,COc1ccc(/C=C/C(=O)N2CCC(c3nc4ccccc4o3)CC2)cc1
-6.7%,O=C(Nc1cc(C(F)(F)F)ccc1Cl)c1ccc2c(c1)CCN2S(=O)(=O)c1ccccc1
-3.0%,O=C(CSc1ncc2c(n1)-c1ccccc1N(Cc1ccc(F)cc1)S2(=O)=O)c1ccc(Cl)cc1
2.2%,O=C(Cn1c(=O)n(CCCS(=O)(=O)C2CCCCC2)c(=O)c2ccccc21)Nc1ccccc1F
-5.3%,Cc1ccccc1Cn1c2ccccc2c2cnn(CC(=O)NCCCc3ccccc3)c(=O)c21
-1.1%,CCOc1ccc(N(C)C(=O)c2oc(=O)c3ccccc3c2-c2ccccc2)cc1
-1.0%,Cc1ccc(COC(=O)c2[nH]c3c(c2C)C(=O)CC(c2ccc(N(C)C)cc2)C3)cc1 (centres undefined)
-0.5%,Cc1ccc2oc(-c3cc(NC(=O)c4oc5ccccc5c4C)ccc3Cl)nc2c1

An excerpt. The share of hits here may be higher or lower than overall.
